sdo1 growth – compounds rescuing growth of sdo1-depleted yeast, bone marrow failure model | S. cerevisiae sdo1-depleted JHY4D growth rescue, OD600 30 h; stronger effect = higher value; pdr5 snq2 efflux-pump mutant strain | z-score at 10 µM | 0.21% of 140,000 active;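 active = z-score above 3 at both the 24 hr and the 30 hr optical density reads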;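 also: z-score against mean and SD of all compound wells on the same plate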
Insulin prom inh – TRM-6 insulin promoter activity inhibition; inhibition, % at 2 µM; 0.9% of 130,000 active; TRM-6 cells (human fetal islet line), insulin promoter-eGFP reporter, imaging; reporter expression induced with tamoxifen;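 active = inhibition above the mean plus 3 SD, with well images judged a real hit on visual review, cut at about 60% in these data, passing the limit was not always enough; inconclusive = inhibition over the cutoff but images rejected on review; inactive = inhibition not above the cutoff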
sdo1 growth Rescue 24 h – further read-out of sdo1 growth, marked with its call; z-score; S. cerevisiae sdo1-depleted JHY4D growth rescue, OD600; measured here: growth rescue at 24 h;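 0 is the plate mean of compound wells and units are plate SD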
Starred values were filed as active, the others as inactive; ? = inconclusive; . = no result given. Random draw from the library; about 0.92% have a hit in one of these screens.

Fields – sdo1 growth	sdo1 growth Rescue 24 h	Insulin prom inh
COc1ccc(-c2cn3c(C)c(C(=O)NC(C)C)sc3n2)cc1
  0.4	0.46	0.0
CCOC(=O)c1ccc(NC(=S)N2CCSC2c2ccc(Br)cc2)cc1 (configuration not stated)
  -1.35	-0.5	3.5
CC(C)(C)c1ccc(CCC(CC(=O)O)CC(=O)O)cc1
  .	.	17.6
O=[N+]([O-])c1ccc(-c2nc(NCc3ccccc3)c3ccccc3n2)cc1
  -0.56	-0.27	.
COc1ccccc1N1CCN(C2CCN(S(=O)(=O)c3ccc4ccccc4c3)CC2)CC1
  -0.67	-0.87	-17.6
COC(=O)c1[nH]c2cc(OC)ccc2c1NC(=O)CCN1CCN(c2cccc(C)c2C)CC1
  -2.55	-2.21	18.8
Cc1ccc(C2OC3=C(C(=O)CC(C)(C)C3)C(N)=C2C#N)o1 (configuration not stated)
  .	.	-5.0
C=CCn1c(SCC(=O)NCCc2ccccc2)nnc1C(C)NC(=O)c1cccs1 (configuration not stated)
  0.6	0.47	-60.0
O=C(CN1C(=O)COc2ccccc21)N(Cc1ccccc1)Cc1ccccn1
  0.02	0.6	.
CCN(CC)S(=O)(=O)N1CCC(C(=O)NCc2ccc(C)cc2)CC1
  -0.29	-0.45	30.8
CCN(CC)CCN(C)C(=O)CCc1nnc(-c2ccc(C)s2)o1
  .	.	10.0
O=C1CCC(C(=O)NC2(C(=O)NC3CCCCC3)CCCCC2)N1 (configuration not stated)
  0.17	-0.47	?
Cc1ccc2cc(CCNC(=O)C3CCCC3)c(=O)[nH]c2c1
  1.44	0.98	20.0
O=C1c2ccccc2C(=O)N1c1ncc(Cc2ccc(Cl)cc2)s1
  -0.28	0.01	-12.5
COc1ccc(C2CC(=O)c3cnc(Nc4cc(C)cc(C)c4)nc3C2)cc1 (configuration not stated)
  -0.65	-0.62	36.1
COc1cc2c(cc1OC)CN(Cc1cc(=O)oc3cc(C)c(C)cc13)CC2
  -0.16	-0.13	-10.0
COc1ccc([N+](=O)[O-])cc1NS(=O)(=O)c1ccccc1
  -0.41	-1.17	36.7
COCC(=O)Nc1nc(-c2ccc([N+](=O)[O-])cc2)cs1
  .	.	15.8
Nc1c(C(=O)NCc2ccco2)c2nc3ccccc3nc2n1CCc1ccc(F)cc1
  -0.89	0.29	-11.1
COCCCn1cc(C(=O)c2cc(OC)ccc2OCC(=O)Nc2cc(C)on2)cc(C#N)c1=O
  0.32	-0.49	32.4
O=C1CC2(CCCC2)CC(=O)N1CCCCN1CCN(c2ncccn2)CC1
  0.18	-0.67	27.3
CCC(CO)n1c(=S)[nH]c2cc(OC)c(OC)cc2c1=O (configuration not stated)
  .	.	7.1
Cc1ccc(C)c(NC(=O)C2CCCN2S(=O)(=O)c2ccc3c(c2)n(C)c(=O)c(=O)n3C)c1 (configuration not stated)
  2.11	1.3	-17.1
O=C(COC(=O)c1cccs1)Nc1nc(-c2ccccc2)cs1
  -0.8	-0.3	.
CCN(CC)C(=S)Sc1c(-c2ccccc2)c2cc(Cl)ccc2[nH]c1=O
  -2.03	-0.53	-6.2
CCN(CC)CC#CC(OC)(c1ccccc1)c1ccccc1
  .	.	7.1
Cc1ccsc1C1NC(=O)c2c(sc3c2CCCC3)N1 (configuration not stated)
  -0.52	-1.28	-18.8
Cc1nn(Cc2ccc([N+](=O)[O-])cc2)c(=O)n1N(C)c1ncc(C(F)(F)F)cc1Cl
  0.1	-0.3	-65.6
COc1ccc(NC(=O)C(=O)NNC(=O)c2cccs2)c(OC)c1
  -1.07	-1.2	.
Cc1c(N/N=C(\C#N)C(=O)c2ccccc2)c(=O)n(-c2ccccc2)n1C
  0.55	0.1	10.3
COc1ccc(OCCNc2cc(N3CCCCC3)ccc2[N+](=O)[O-])cc1
  -0.18	0.02	.
Cc1ccc(-c2nn(-c3ccccc3)cc2/C=C(\C#N)C(=O)NCc2ccccc2)cc1
  0.98	0.96	-8.1
O=C(NCCC1=CCCCC1)C1CCCN(c2nc3ccccc3o2)C1 (configuration not stated)
  -1.39	-0.92	-100.0
CCCCS(=O)(=O)NC1=NCN(C2CCN(Cc3ccccc3)CC2)CN1
  .	.	-79.0
C=CCOc1ccc(/C(O)=C2/C(=O)C(=O)N(CCCN3CCOCC3)C2c2ccccc2)cc1 (configuration not stated)
  .	.	50.0
CCCCC(=O)Nc1sc(C(=O)N(CC)CC)c(C)c1C(=O)OC
  -0.97	-0.83	-104.8
COc1cccc(NC(=O)c2cc(C(=O)Nc3cccc(OC)c3)n(C)n2)c1
  -0.04	0.02	28.6
Cc1ccc(S(=O)(=O)Nc2ccc(-c3cn4ccc(C)cc4n3)cc2)cc1
  -0.02	0.39	-26.5
Cc1ccc(-c2csc(NC(=O)Cn3cnc4c3c(=O)n(C)c(=O)n4C)n2)cc1C
  -1.6	-0.99	-45.5
COc1ccc(CNc2nc3nc(C)cc(C)n3n2)cc1
  -0.2	-0.9	22.2
N#CC1=C(C2CC2)CC(c2ccccc2)C(C#N)=C1N (configuration not stated)
  -0.68	-0.49	.
CCc1ccc(-c2nc(CN3CCC(C(=O)N4CCN(c5ccccc5)CC4)CC3)c(C)o2)cc1
  -0.95	-0.67	.
CS(=O)CCC(NS(=O)(=O)c1ccccc1)C(=O)O (configuration not stated)
  0.11	-0.35	-165.6
Cn1c(CSCc2ccccc2)n[nH]c1=S
  0.78	0.18	-46.1
CN(C)CCCC(C)(O)C(Cc1ccccc1)c1ccccc1 (configuration not stated)
  -0.55	-1.43	7.7
Cc1ccc(C)c(N2C(=O)CS/C2=N\NC(=O)c2ccccc2Cl)c1
  0.31	0.04	0.0
COc1ccc(/C=N/NC(=O)CCCOc2ccc(Cl)cc2Cl)cc1
  -1.63	-1.6	-134.5
Cc1csc(NC(=O)C(F)(F)F)n1
  0.13	-0.66	.
CS(=O)(=O)N(CC(=O)N1CCCC1)c1cc(Cl)c(Cl)cc1Cl
  -0.4	-0.6	-48.6
CC(=O)OCCc1c(C)nc2nc[nH]n2c1=O
  1.19	0.53	-3.5

Next entries.
Fields – sdo1 growth	sdo1 growth Rescue 24 h	Insulin prom inh
O=[N+]([O-])c1ccc(N2CCN(c3ccc(O)cc3)CC2)c(Cl)c1
  -1.83	-0.95	86.7*
O=C(Nc1ccc2c(c1)OCO2)N1CCN(C(=O)C2CCCO2)CC1 (configuration not stated)
  1.65	2.57	69.0
COc1cc(C(=O)N2CCC(O)(c3ccccc3)CC2)cc(OC)c1OC
  -0.26	0.04	.
COc1ccccc1-c1nnc2sc(-c3cnccn3)nn12
  0.77	0.93	-28.6
Cc1ccc(S(=O)(=O)N2CCN(C(C)C(=O)N3CCCc4ccccc43)CC2)cc1 (configuration not stated)
  -0.58	-0.54	-11.1
COc1cccc(C2=NOC(C(=O)N3CCN(Cc4ccccc4)CC3)C2)c1OC (configuration not stated)
  0.15	0.23	16.7
Cc1ccc(C2=NC(=O)/C(=C/c3cc(O)c(O)c(Br)c3)S2)cc1
  .	.	?
Cc1ccc(S(=O)(=O)N2CCC(=O)N(C(CO)C(C)C)CC2)cc1 (configuration not stated)
  0.76	1.22	42.9
O=c1c(-c2ccc3c(c2)OCCO3)coc2cc(O)cc(O)c12
  -1.54	-1.41	-51.4
O=C(CSc1ccc(-c2ccco2)nn1)NCc1ccc2c(c1)OCO2
  .	.	50.0

Single records (already shown). Order of screens: sdo1 growth	sdo1 growth Rescue 24 h	Insulin prom inh
`Cc1ccc(S(=O)(=O)N2CCC(=O)N(C(CO)C(C)C)CC2)cc1` (configuration not stated) reads 0.76	1.22	42.9
`COc1cc(C(=O)N2CCC(O)(c3ccccc3)CC2)cc(OC)c1OC` reads -0.26	0.04	.
`Cc1ccc(C2=NC(=O)/C(=C/c3cc(O)c(O)c(Br)c3)S2)cc1` reads .	.	?
`O=c1c(-c2ccc3c(c2)OCCO3)coc2cc(O)cc(O)c12` reads -1.54	-1.41	-51.4

(continued)
Fields – sdo1 growth	sdo1 growth Rescue 24 h	Insulin prom inh
COc1ccc(NC(=O)/C(C#N)=C\c2cc(C)n(-c3ccc4c(c3)OCO4)c2C)cc1
  -0.93	-0.42	-7.4
CCN(CC)C(=O)c1c(NC(=O)c2ccccc2)sc(C)c1C
  -0.87	-0.86	28.6
CCOC(=O)C1CCN(C(=O)COc2ccc(Br)cc2)CC1
  0.35	0.33	44.7
N#C/C(=C/c1ccccc1[N+](=O)[O-])c1nc(C2CC2)cs1
  -1.1	-0.6	.
CC(C)OC(=O)Nc1ccc2c(c1)N(C(=O)CCN1CCOCC1)c1ccccc1CC2
  .	.	25.0
Cc1ccc(N2CCN(C(=O)c3ccccc3)CC2)c(C)c1
  -0.4	-1.08	30.2
Cc1ccc(-c2noc(CCCC(=O)N3CCOCC3)n2)cc1
  0.01	0.1	-5.3
CCOc1ccc(C(=S)N2CCOCC2)cc1OCC
  0.28	-0.51	14.3
Fc1ccc(COc2ccccc2C(=S)N2CCCC2)cc1
  0.19	0.88	-46.1
CCOC(=O)CN(C(=O)CSc1nnc2c(n1)[nH]c1ccccc12)c1ccccc1
  -0.1	0.15	21.4
CCOC(=O)CSc1nc(C)cc(=O)[nH]1
  0.3	-0.23	29.7
COc1ccc(C(=O)CCC(C)(C)[N+](=O)[O-])cc1
  .	.	44.4
O=C(O)CSC1=NC(=Nc2ccc(Cl)cc2)C2(CCCCC2)N1c1cccc(C(=O)O)c1
  0.74	0.41	25.6
Cc1ccccc1-n1ncc2c(SCC(=O)N3c4ccccc4CC3C)ncnc21 (configuration not stated)
  -0.28	-0.12	-16.7
CC(C)N1CCc2[nH]c(=S)[nH]c(=O)c2C1
  0.95	0.97	.
O=S(=O)(/N=C(\c1ccccc1)N1CCOCC1)c1cccs1
  0.41	0.21	-142.9
O=C(N/N=C/c1ccc(O)c([N+](=O)[O-])c1)C1CC1(c1ccccc1)c1ccccc1 (configuration not stated)
  .	.	-14.3
O=c1c2cnn(-c3ccccc3)c2nc(-c2cccs2)n1-c1cccc(Cl)c1
  0.16	0.99	.
N#Cc1nc(-c2ccccc2Cl)oc1NCC1CCCO1 (configuration not stated)
  -0.5	-0.27	.
COc1ccc(C/C(N)=N/OC(C)=O)cc1OC
  0.8	0.64	-7.9

Fetched by compound from the entries so far, 5 records:
Fields – sdo1 growth	sdo1 growth Rescue 24 h	Insulin prom inh
COc1ccc(C(=O)CCC(C)(C)[N+](=O)[O-])cc1
  .	.	44.4
O=C(N/N=C/c1ccc(O)c([N+](=O)[O-])c1)C1CC1(c1ccccc1)c1ccccc1 (configuration not stated)
  .	.	-14.3
O=C(O)CSC1=NC(=Nc2ccc(Cl)cc2)C2(CCCCC2)N1c1cccc(C(=O)O)c1
  0.74	0.41	25.6
Cc1ccccc1-n1ncc2c(SCC(=O)N3c4ccccc4CC3C)ncnc21 (configuration not stated)
  -0.28	-0.12	-16.7
O=S(=O)(/N=C(\c1ccccc1)N1CCOCC1)c1cccs1
  0.41	0.21	-142.9

Following part
Fields – sdo1 growth	sdo1 growth Rescue 24 h	Insulin prom inh
Cc1ccc(-n2nnnc2-c2cnc(N3CCCC3)nc2C(F)(F)F)cc1
  -0.91	-0.28	17.4
CC(=O)Nc1ccc(S(=O)(=O)N2CCN(Cc3ccncc3)CC2)cc1
  0.68	0.5	-68.8
O=c1cc[nH]c2c(C(F)(F)F)cccc12
  1.12	0.58	6.2
N#C/C(=N\Nc1ccccc1F)C(=N)N1CCCCC1
  0.33	0.03	62.8
O=c1c2c3nc4ccccc4nc3n(CC3CCCO3)c2ncn1CCc1ccccc1 (configuration not stated)
  -1.18	-0.84	-130.4
CCc1nc2oc3cc(OC)ccc3c(=O)c2c(=O)n1Cc1ccccc1
  -0.66	0.18	66.7*
CC(=O)c1cn(CC(=O)Nc2ccc(C)cc2)c2ccccc12
  1.07	1.21	-7.2
C#CC[N+](C)(C)C(C#Cc1ccccc1)CC=C (configuration not stated)
  2.95	4.17	2.3
O=C(Nc1ccccc1N1CCCC1)c1ccc(Br)o1
  -0.6	-1.47	50.0
C=CCC(CC=C)(NC(=O)c1cccc(C)c1)c1ccccc1
  -0.38	-0.74	-80.0
Cc1cccc(N2C(=S)N=C(Nc3c(C)cccc3C)C23CCOC(C)(C)C3)c1 (configuration not stated)
  -0.87	-0.31	-53.3
COc1ccc(OC)c(NC(=S)NCc2ccco2)c1
  .	.	38.6
Cc1cc(/C=N/Nc2nc(N3CCOCC3)nc(N3CCOCC3)n2)c(C)n1-c1ccccc1
  .	.	44.4
CC(C)CC(C(=O)O)N1C(=O)[C@@H]2[C@H](C1=O)[C@@H]1C[C@H]2C(Br)C1Br (some centres not stated)
  0.07	-0.09	.
CC(C)C(=O)c1cn(CC(=O)NCC2CCCO2)c2ccccc12 (configuration not stated)
  0.62	0.16	.
O=S(=O)(c1ccc2nnn(O)c2c1)N1CCCCC1
  .	.	-9.1
O=C(NC1CCCCC1)C(c1ccc(F)cc1)N(C(=O)Cc1ccsc1)c1ccc(F)cc1 (configuration not stated)
  -1.04	-1.41	6.7
